# FBW7 act – human FBW7 E3 ligase activation, primary screen; Q969H0; AlphaScreen FBW7–phospho-cyclin E peptide binding, activator screen; hit rate 0.13% among 650,000; normalized activity (activation), % at 26.1 µM; in the data active means normalized activity above about 1.9%;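 further: purified mutant Fbw7 with reduced substrate affinity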
# TEAD-YAP inh – TEAD-YAP interaction inhibition | HEK-TIYL cells, TEAD-Gal4/YAP UAS-luciferase luminescence | inhibition, % at 9.12 µM | hit rate 1.4% among 640,000 | AID 1259422; in the data active means inhibition above about 32%;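 further: 0% = median of test compound wells and 100% = reference inhibitor wells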
# MITF primary – human MITF inhibition, primary screen; AlphaScreen MITF homodimerization, bead proximity signal; inhibition, % at 2.6 µM; hit rate 0.91% among 650,000; in the data active means inhibition above about 50%;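 further: 0% = vehicle wells with protein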
# Target sequence (O75030 whole entry, looked up): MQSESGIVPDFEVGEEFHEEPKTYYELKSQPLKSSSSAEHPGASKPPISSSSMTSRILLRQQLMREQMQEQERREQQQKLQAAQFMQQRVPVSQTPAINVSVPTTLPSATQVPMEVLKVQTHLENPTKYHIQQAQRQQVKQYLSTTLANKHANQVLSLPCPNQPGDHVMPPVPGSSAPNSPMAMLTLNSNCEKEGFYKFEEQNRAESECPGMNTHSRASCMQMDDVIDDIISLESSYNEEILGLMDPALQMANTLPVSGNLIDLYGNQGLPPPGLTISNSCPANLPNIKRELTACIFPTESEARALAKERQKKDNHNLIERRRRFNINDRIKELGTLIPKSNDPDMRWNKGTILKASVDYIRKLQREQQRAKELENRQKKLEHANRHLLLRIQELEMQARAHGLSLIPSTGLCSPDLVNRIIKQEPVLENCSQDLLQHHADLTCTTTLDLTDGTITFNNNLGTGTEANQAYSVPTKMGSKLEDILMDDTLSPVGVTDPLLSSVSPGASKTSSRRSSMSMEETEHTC
# GPR151 activ – human GPR151 activation; hit rate 1% among 650,000; PathHunter beta-arrestin GPR151 cells, luminescence; activation, % at 11.2 µM; Q8TDV0; AID 1508602; in the data active means activation above about 4.9%;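 further: 0% = median of compound wells and 100% = cells with positive control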
# Target sequence (Q8TDV0 whole entry, looked up): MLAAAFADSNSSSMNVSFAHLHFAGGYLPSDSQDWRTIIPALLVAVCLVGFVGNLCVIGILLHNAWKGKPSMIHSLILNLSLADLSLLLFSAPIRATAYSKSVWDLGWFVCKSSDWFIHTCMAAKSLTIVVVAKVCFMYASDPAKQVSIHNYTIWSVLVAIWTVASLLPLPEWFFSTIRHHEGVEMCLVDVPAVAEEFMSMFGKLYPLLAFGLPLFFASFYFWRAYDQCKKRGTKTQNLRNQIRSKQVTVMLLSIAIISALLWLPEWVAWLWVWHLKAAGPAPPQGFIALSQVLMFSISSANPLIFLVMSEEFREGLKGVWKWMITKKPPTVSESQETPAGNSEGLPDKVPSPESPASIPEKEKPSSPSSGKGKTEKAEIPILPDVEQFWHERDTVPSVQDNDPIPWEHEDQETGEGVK
# Numbers without * were called inactive. An unsorted share of the library. About 3.4% of those tested had a hit in this group.
Compound	GPR151 activ	FBW7 act	MITF primary	TEAD-YAP inh
CCOC(=O)c1ccc(S(=O)(=O)NC(CC(=O)O)c2ccccc2Cl)cc1 (stereo not given)	-2.1	0.1	4.0	3.2
CN1C2C=C(N(CCc3c[nH]c4ccccc34)C(=O)c3cc(Cl)cc(Cl)c3)CC1CC2 (stereo not given)	1.4	0.0	-7.2	1.9
COc1ccc(CNC(=O)C2(CC(=O)Nc3ccc(C)cc3)CCCC2)cc1	0.4	0.0	-6.2	-1.0
COc1ccc2c(C)nc(N3CCC(NCc4cc(F)cc(F)c4)CC3)nc2c1	-1.4	0.9	13.3	-8.0
COc1cc(C(=O)ON2C(=O)c3ccccc3C2=O)cc(OC)c1OC	-0.7	-0.1	2.2	5.8
CCCOc1ccc(C2C(=O)N(C3CCC(C)CC3)CC(=O)N2CCC2=CCCCC2)cc1OC (stereo not given)	-0.1	0.0	4.7	-1.6
CS(=O)CCNC(=O)CN1N=C(c2ccccc2)Cn2c(cc3sccc32)C1=O (stereo not given)	-1.1	0.0	12.1	6.9
COc1ccc(CN2CCN(C3CCCC3)CC2CCO)c(C)c1C (stereo not given)	0.1	0.1	-1.8	2.6
CC(=O)c1cccc(NC(=O)COc2ccc(C(C)C)c(C)c2)c1	-0.2	0.1	14.8	9.9
Cc1cc(C)nc(SCc2ccc(Cl)cc2)n1	0.0	0.0	-9.7	-2.7
O=C(N/N=C/c1ccco1)C(O)c1ccccc1 (stereo not given)	-0.4	0.1	2.1	0.1
COC(=O)Cn1nc(C)n2c(cc3ccsc32)c1=O	1.1	0.0	-5.5	-7.8
CCc1ccc(CN2CCN(Cc3cccc(OC)c3)C(CCO)C2)o1 (stereo not given)	-0.3	-0.1	-7.6	5.5
COc1ccc(-c2[nH]ncc2C(=O)NC2CCCCC2)cc1	1.3	0.2	8.0	-7.7
COc1cccc(NC(=S)Nc2cc(C(=O)O)ccc2N2CC3CC(C2)c2cccc(=O)n2C3)c1 (stereo not given)	1.2	0.1	4.0	-8.0
CC(=O)Nc1ccc(OC(=O)c2cccc(Oc3ccc([N+](=O)[O-])cc3)c2)cc1	-1.8	0.0	49.5	-2.4
O=C(c1cccc(Oc2c(Cl)cccc2[N+](=O)[O-])c1)N1CCOCC1	0.1	-0.1	-1.2	-12.4
CC1CCN(S(=O)(=O)c2ccc(F)c(C(=O)Nc3ccc(Br)cc3F)c2)CC1	-3.8	0.5	12.7	-4.4
CC(C)CC(NC(=O)Cc1ccc(F)cc1)c1nc2cccnc2n1C (stereo not given)	1.7	-0.1	0.9	3.6
COc1cc(CN2CCN(S(=O)(=O)c3ccc([N+](=O)[O-])cc3)CC2)ccc1OCc1ccccc1	-0.2	0.0	41.5	2.7
CCOC(=O)c1c(-c2ccccc2)oc2ccc(NS(=O)(=O)c3cc([N+](=O)[O-])ccc3Cl)cc12	1.3	-0.1	-20.3	1.9
CN(CCCc1nc(-c2ccc(Cl)cc2)no1)S(=O)(=O)c1ccc([N+](=O)[O-])cc1	-0.2	0.0	6.5	-1.6
CC(=O)n1c(SCC(=O)Nc2ccc(C(C)C)cc2)nc2ccccc21	6.8*	-0.3	-0.6	-10.9
O=C(NCCOC(=O)c1ccc(N2CCCCC2)c([N+](=O)[O-])c1)c1cccnc1	2.5	-0.1	11.3	-1.9
OCC1CCCN1c1nc(NCCOc2ccccc2)c2ncn(Cc3ccc(C(F)(F)F)cc3)c2n1 (stereo not given)	-0.5	0.2	9.0	7.0
CC(=O)NCCC(=O)N1CCCC(CNC(=O)c2ccc(-c3ccccc3)cc2)C1 (stereo not given)	2.5	0.1	9.5	-3.9
Cc1ccc(CNC(=O)CCn2c(=S)[nH]c3ccsc3c2=O)cc1	-0.9	0.2	3.8	-5.1
CSc1ccccc1C(=O)Nc1cccc2ccc(-n3cccc3)nc12	-0.3	-0.1	2.2	0.0
O=C(Nc1ccc2oc(-c3cc(Cl)ccc3Cl)nc2c1)c1ccc(Cl)c([N+](=O)[O-])c1	0.9	0.2	11.3	0.1
Cc1ccc(-n2ncc3ccc([N+](=O)[O-])cc32)cc1	0.1	-0.1	-6.3	-4.3
COc1ccccc1NC(=O)C1=C(C)NC(SCC(=O)Nc2ccc(C)cc2)=C(C#N)C1c1ccco1 (stereo not given)	-2.6	0.2	16.5	7.9
CC1CCC2C(=O)N(c3ccc(Cl)c(C(=O)O)c3)C(=O)C2C1 (stereo not given)	0.7	-0.2	-3.9	-8.2
O=C(N/N=C/C=C/c1ccc([N+](=O)[O-])cc1)c1cccnc1	0.7	0.0	-5.2	-0.8
C=CCOc1ccc(CNCCCC)cc1OCC	-2.1	0.3	16.3	3.2
O=C(Nc1ccccc1)c1cc(S(=O)(=O)N2CCOCC2)ccc1N1CCCCC1	-0.2	-0.1	2.8	-20.2
CC(=O)NC(CC(C)C)c1nc2cccnc2n1C(C)C (stereo not given)	0.8	0.1	-3.9	3.6

# Filtered by structure: the entries above containing two or more sulfur atoms.
Compound	GPR151 activ	FBW7 act	MITF primary	TEAD-YAP inh
CS(=O)CCNC(=O)CN1N=C(c2ccccc2)Cn2c(cc3sccc32)C1=O (stereo not given)	-1.1	0.0	12.1	6.9
Cc1ccc(CNC(=O)CCn2c(=S)[nH]c3ccsc3c2=O)cc1	-0.9	0.2	3.8	-5.1

# Following part:
Compound	GPR151 activ	FBW7 act	MITF primary	TEAD-YAP inh
Cc1cc(C)nc(N/N=C/c2ccc([N+](=O)[O-])cc2O)n1	1.2	-0.1	20.6	8.4
COc1ccc(C(C)=O)cc1CSc1nc(C)c(C)c(C)n1	0.6	0.1	-20.1	0.1
CC(C)(C)NC(=O)NC(=O)COC(=O)/C=C/c1cccc(C(F)(F)F)c1	-0.1	0.5	1.5	-4.9
O=C1C(Cl)=C(Nc2ccc(F)cc2)C(=O)N1c1ccccc1	0.0	-0.2	-3.9	-10.6
CC1CCN(C(=O)COC(=O)c2cc3ccccc3oc2=O)CC1	-0.6	0.1	5.1	1.9
OCC1CCCN1c1nccc(Nc2ccccc2)n1 (stereo not given)	1.5	0.1	6.3	-34.5
CCC(C)(C)n1nnnc1C(c1cc(OC)ccc1OC)N1CCN(C)CC1 (stereo not given)	0.5	-0.1	7.7	12.8
CC(C)(CSc1ncccn1)NS(=O)(=O)c1ccc(Cl)cc1	-1.4	-0.1	-9.2	10.8
O=C(NC1CCCC1)c1cc2n(n1)C(C(F)(F)F)CC(c1ccc(Br)cc1)N2 (stereo not given)	0.8	-0.1	7.9	-1.2
COc1ccc(CCNc2cc(-c3ccc(N4CCOCC4)nc3)nc(N)n2)cc1	0.0	0.0	7.8	3.6
CC(C)(C)n1nnnc1C(c1ccncc1)N(Cc1ccccc1)Cc1ccco1 (stereo not given)	0.8	0.4	3.0	10.7
CCOC(=O)c1c(NC(=O)c2cc([N+](=O)[O-])ccc2Cl)sc(C(=O)N2CCCCC2)c1C	-0.7	0.1	10.1	-1.4
Cc1cc(C(=O)NCCc2ccc(S(N)(=O)=O)cc2)ccc1[N+](=O)[O-]	3.4	0.1	-7.9	-0.9
NC(=O)C1CC(=O)N(c2ccc(OCc3c(Cl)cccc3Cl)cc2)C1 (stereo not given)	-1.3	0.0	18.3	4.0
COc1ccc(NS(=O)(=O)c2ccc(NS(=O)(=O)c3ccc4c(c3)OCCO4)cc2)cc1	-0.3	0.3	-4.2	0.7
COc1ccc(CCNC(=O)CN2CC(c3ccccc3)CC2=O)cc1OC (stereo not given)	1.1	0.3	7.7	6.3
COc1ccc(C2(CC(=O)N3CCSCC3)CC(=O)N(C3CC3)C2=O)cc1 (stereo not given)	-0.2	-0.1	1.5	-1.5
CC(C)OC(=O)C1=c2s/c(=C\c3ccco3)c(=O)n2C(N)=C(C#N)C1c1ccco1 (stereo not given)	-1.2	0.6	-11.0	-5.4
CC(=O)Nc1ccc(NC(=O)c2ccc(C)c(C)c2)cc1	-0.4	0.4	12.4	-31.7
COc1ccc2cc(C3CC(c4ccc(C)cc4)=NN3C(C)=O)c(Cl)nc2c1 (stereo not given)	0.4	0.1	17.8	2.6
COc1ccc(/C=N\NC(=O)CSc2ccc3ccccc3n2)cc1	0.5	0.3	17.9	10.2
C=C(C)[C@@H]1CC=C(CN2CCc3nnc(CNS(=O)(=O)c4ccccc4)n3CC2)CC1	0.8	-0.1	-2.9	7.0
CCc1nc2c(o1)NC(N)=C(C#N)C2c1cccc(F)c1 (stereo not given)	-0.7	0.1	-2.2	-7.2
CCCOc1ccc(C(=O)N/N=C/c2ccncc2)cc1	0.6	0.0	2.5	-12.3
COC(CNC(=O)CCCCCn1nnc2ccccc2c1=O)OC	1.4	0.1	6.4	3.2
CCOc1ccccc1/C=C1\Oc2c(ccc(O)c2CN2CCN(CCO)CC2)C1=O	6.8*	-0.2	2.3	0.5
COc1ccc(-c2cn3c(C)c(C(N)=O)sc3n2)cc1	-0.3	0.0	3.5	-33.7
Cc1nn(-c2ccccc2)c2[nH]cc(C(=O)NCc3cccnc3)c(=O)c12	-2.2	0.2	11.2	2.7
CCN1C(=O)/C(=C\c2cccc(O)c2)SC1=S	0.1	0.1	12.2	3.1
Cc1cc(C)nc(SCC(=O)Nc2ccnc3ccccc23)n1	1.2	0.0	13.5	41.4*
CCC(=O)N1CCN(c2nc(C)nc3sc(C)c(C)c23)CC1	1.5	0.0	7.7	9.7
Cc1cc(=O)[nH]c(NCCc2ccccc2)n1	0.3	-0.2	6.4	8.0
O=C(O)CN(Cc1ccc(Br)cc1)S(=O)(=O)c1ccc(Cl)cc1	2.4	-0.3	-11.8	5.3
CN(C)CC(=O)NCC1Cc2cccc(-c3ncccn3)c2O1 (stereo not given)	-1.0	1.1	18.1	-1.0
Cc1ccccc1-c1noc(-c2ccc(O)cc2)n1	-9.8	-0.1	4.5	13.4
Cc1ccc(S(=O)(=O)/N=c2\sc(C3=c4ccccc4=NC3=O)c(O)n2C)cc1	6.8*	0.0	5.2	13.1
OCCNc1ncnc2nc(-c3csc4ccccc34)[nH]c12	-0.9	0.5	13.7	6.5
C/C(=C\c1ccccc1)CNc1nc(C)c(-c2ccn(CCN3CCOCC3)n2)s1	-0.4	-0.1	3.3	-1.2
CCC(C(=O)Nc1ccc(-n2c(C)nc3ccccc3c2=O)cc1)c1ccccc1 (stereo not given)	-0.5	0.4	0.1	2.5
Cc1sc2nc3scc(C)n3c(=O)c2c1C	-0.9	-0.1	-7.0	6.8
O=C(COc1ccccc1)Nc1ccc(C(=O)OC2CCCCC2)cc1	1.1	0.1	0.8	10.9
CN(Cc1ccn[nH]1)Cc1ccccc1OCC(O)CN1CCc2ccccc2C1 (stereo not given)	-0.2	-0.1	-2.3	-2.4
N/C(=N\OC(=O)c1ccc([N+](=O)[O-])cc1Cl)c1cccc(Br)c1	-0.3	0.7	9.5	3.9
COc1ccc(OC)c(/C(O)=C/C(=O)C(=O)Nc2cc([N+](=O)[O-])ccc2OC)c1	0.2	0.0	17.6	6.5
CC(C)/C=N/NC(=O)c1cc(Br)ccc1O	-0.4	0.0	-1.2	-23.9
Cc1ccccc1NCC(=O)N/N=C\c1ccc(I)o1	-0.5	-0.1	-2.3	0.0
COc1ccc(-c2cc(C(F)F)n3ncc(C(=O)Nc4ccc(O)cc4)c3n2)cc1	0.1	0.0	-7.5	-1.2
O=C1OC(/C=C/c2ccc(Cl)cc2)=NC/1=C/c1ccccc1[N+](=O)[O-]	-0.9	-0.2	4.1	10.6

# Arranged by count of non-hydrogen atoms (smallest number first): 4 of the compounds above.
Compound	GPR151 activ	FBW7 act	MITF primary	TEAD-YAP inh
Cc1sc2nc3scc(C)n3c(=O)c2c1C	-0.9	-0.1	-7.0	6.8
N/C(=N\OC(=O)c1ccc([N+](=O)[O-])cc1Cl)c1cccc(Br)c1	-0.3	0.7	9.5	3.9
O=C(COc1ccccc1)Nc1ccc(C(=O)OC2CCCCC2)cc1	1.1	0.1	0.8	10.9
CCC(C(=O)Nc1ccc(-n2c(C)nc3ccccc3c2=O)cc1)c1ccccc1 (stereo not given)	-0.5	0.4	0.1	2.5

# Compound profiles (already shown). Order of values: GPR151 activ | FBW7 act | MITF primary | TEAD-YAP inh
# `C/C(=C\c1ccccc1)CNc1nc(C)c(-c2ccn(CCN3CCOCC3)n2)s1` across the screens: -0.4 | -0.1 | 3.3 | -1.2
# `O=C1OC(/C=C/c2ccc(Cl)cc2)=NC/1=C/c1ccccc1[N+](=O)[O-]` across the screens: -0.9 | -0.2 | 4.1 | 10.6

# Other compounds follow:
Compound	GPR151 activ	FBW7 act	MITF primary	TEAD-YAP inh
C=CCNc1nc2nonc2nc1NCc1ccccc1	1.8	0.0	1.8	9.2
COc1ccc(C(NC(=O)CN2CC(=O)Nc3ccccc32)C(=O)Nc2c(C)cccc2C)cc1 (stereo not given)	0.8	-0.1	5.4	13.2
CCc1ccccc1NC(=O)c1ccc(C(C)(C)C)cc1	2.0	-0.1	-2.8	-53.2
O=C(c1ccccc1F)N1c2ccccc2CCc2ccccc21	0.9	0.0	8.9	9.3
O=C(Cn1cnc2ccccc2c1=O)Nc1ccc(I)cc1	0.9	-0.1	3.1	-6.4
CC(C)(C)c1ccc(OCCC(=O)OCC(=O)Nc2ccc([N+](=O)[O-])cc2C#N)cc1	-2.0	-0.1	-10.5	8.7
COCCNC(=S)Nc1ccccc1C(F)(F)F	1.5	0.0	7.2	10.8
CCc1ccc(NC(=O)C2CCCN2S(=O)(=O)c2c(C)noc2C)cc1 (stereo not given)	0.6	0.1	4.8	-3.6
